Source: PubChem BioAssay
HTT aggregate: qHTS Multiplex Assay to Identify Dual Action Probes in a Cell Model of Huntington: Aggregate Formation (GFP); PC12 HttQ103-GFP aggregates, Acumen cytometry, 40 h; Potency, µM (series often up to 46.1 µM), for inactives: at the top dose activity change, negative = inhibition, hits mostly inhibitors; 1.1% of 220,000 active; AID 1688, 2009; further: potency means the concentration at half of the fitted maximal effect; on the % scale 0 is the no-effect control and ±100 the full control effect; nearly all actives have a fitted effect of over 60% in size
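Aggregate formation scored by laser-scanning cytometer (488 excitation, 500–530 emission) in lysed PC12 cells expressing Q103-GFP after 100 nM tebufenozide induction; library tested in dose series, with ATPLite reagent added in the multiplex.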
CBFb-RUNX1 inh: qHTS Assay for Compounds Blocking the Interaction Between CBF-beta and RUNX1 for the Treatment of Acute Myeloid Leukemia. Runt-related transcription factor 1 (Homo sapiens) + Core-binding factor subunit beta …. AlphaScreen CBFb-His/RUNX1-biotin binding, biochemical. Potency, µM (doses to about 59.8 µM), for inactives: at the highest dose activity, negative = inhibition, most hits filed as inhibitors. 230,000 tested, under 10 active. AID 1477, 2009; further: % of control where 0% means no effect
Target sequence (Q01196 whole entry, looked up): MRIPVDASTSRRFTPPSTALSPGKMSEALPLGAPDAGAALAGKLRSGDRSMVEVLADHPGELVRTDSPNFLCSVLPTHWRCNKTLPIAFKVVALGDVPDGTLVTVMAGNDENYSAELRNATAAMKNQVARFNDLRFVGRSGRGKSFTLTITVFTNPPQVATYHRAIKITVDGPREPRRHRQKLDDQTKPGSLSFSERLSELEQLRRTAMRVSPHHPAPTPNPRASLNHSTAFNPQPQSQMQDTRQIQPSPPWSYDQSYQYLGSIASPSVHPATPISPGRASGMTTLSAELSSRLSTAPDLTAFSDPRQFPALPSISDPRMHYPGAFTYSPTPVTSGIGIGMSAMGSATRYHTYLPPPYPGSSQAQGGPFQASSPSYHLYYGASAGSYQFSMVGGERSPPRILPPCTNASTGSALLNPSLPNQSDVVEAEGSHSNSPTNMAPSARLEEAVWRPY
Target sequence (Q13951 whole entry, looked up): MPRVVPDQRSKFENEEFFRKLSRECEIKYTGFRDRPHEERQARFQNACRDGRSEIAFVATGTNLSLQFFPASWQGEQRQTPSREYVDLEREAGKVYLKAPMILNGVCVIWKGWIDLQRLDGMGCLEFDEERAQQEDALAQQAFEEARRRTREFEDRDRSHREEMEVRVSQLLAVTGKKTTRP
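CBF-beta (His) and RUNX1 (biotin), 30 nM each; 20 min preassociation; + compound, 15 min; + beads 50 ng each (Ni, streptavidin), 90 min; RT; AlphaScreen read.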
GAA inh: qHTS Assay for Inhibitors of Human alpha-Glucosidase as a Potential Chaperone Treatment of Pompe Disease; Lysosomal alpha-glucosidase (Homo sapiens), P10253; AID 1466, 2008; Potency, µM (series often up to 76.9 µM), for inactives: at the top dose activity change, negative = inhibition, usual class: inhibitors; 0.005% of 200,000 active; purified human GAA, 4-MU-alpha-glucoside fluorescence;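 further: potency means the concentration at half of the fitted maximal effect; plate controls were uninhibited enzyme wells for no effect and no-enzyme background for full effect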
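Fluorogenic assay: 4 nM human alpha-glucosidase with 400 uM 4-methylumbelliferyl-alpha-D-pyranoside in 50 mM citrate/phosphate, 0.005% Tween-20, pH 5.0, 20 min at room temperature. Compounds tested up to 77 uM; AC50 from Hill fits.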
GAA spleen mod: qHTS Assay for Inhibitors and Activators of Human alpha-Glucosidase From Spleen Homogenate; Potency, µM (series often up to 79.9 µM), for the others: at the highest dose activity change, negative = inhibition, hits mostly inhibitors; human spleen homogenate, 4-MU-alpha-glucoside fluorescence; Lysosomal alpha-glucosidase (Homo sapiens), P10253; 0.006% of 240,000 active;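 further: potency means the concentration at half of the fitted maximal effect; 0% = enzyme with vehicle and -100% = no enzyme basal signal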
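AC50 values come from Hill-equation fits of concentration-response data, normalized to no-enzyme and full-activity controls. Enzyme source: 1 ug human spleen homogenate; 1 mM fluorogenic 4-MU glucoside, pH 5.0 citrate buffer, 37 C, 40 min.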
HTT ATP protect: qHTS Multiplex Assay to Identify Dual Action Probes in a Cell Model of Huntington: Cytoprotection (ATP) | PC12 HTT-Q103 induced, cytoprotection, ATP luminescence, 40 h | Potency, µM (highest dose often 56.4 µM), for inactives: cytoprotection (ATP increase), hits mostly activators | 0.14% of 230,000 active;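 further: potency means the concentration at half of the fitted maximal effect; % of control where 0% means no effect; nearly all actives have a fitted effect of over 45% in size; toxic huntingtin expression switched on by the ecdysone agonist tebufenozide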
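Rat PC12, Q103 Htt exon1-GFP fusion, ecdysone promoter; tebufenozide inducer 100 nM final; compound titration; qHTS, 1500 cells/well; ATPlite luminescent read.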
GAA glycogen mod: qHTS Assay for Inhibitors and Activators of Human alpha-Glucosidase Cleavage of Glycogen | Lysosomal alpha-glucosidase (Homo sapiens), P10253 | Potency, µM (top dose mostly 76.4 µM), for inactives: at the highest dose activity change, negative = inhibition, hits mostly inhibitors | 0.38% of 300,000 active | recombinant GAA, glycogen substrate, Amplex Red glucose oxidase fluorescence;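 further: potency means the concentration at half of the fitted maximal effect; 0% = full enzyme reaction and -100% = no-enzyme basal signal; the screen sought inhibitors and activators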
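Recombinant enzyme (4 nM final) with compounds titrated up to 77 uM and bovine liver glycogen (30 ug) in citrate pH 5.0, 0.01% Tween-20, 37 C 40 min. Released glucose detected by Amplex Red/glucose oxidase (Ex 573/Em 610); AC50 from Hill fits.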
LMNA splice mod: qHTS Assay for Modulators of Lamin A Splicing; HeLa LMNA splicing GFP/RFP minigene ratio, 48 h; Potency, µM (doses to about 46.1 µM), without a hit: top-dose ratio change, negative = inhibition, most hits filed as inhibitors; 0.01% of 200,000 active; active means well fitted inhibition curve with a large enough effect in the signal ratio, with a control signal flat, not every such curve was filed as active; inconclusive means small, poorly fitted or top-dose-only effect, or effect the other way, or a change in a side signal; the % refers to the signal ratio; further: potency means the concentration at half of the fitted maximal effect; on the % scale 0 is the no-effect control and ±100 the full control effect
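S3 HeLa cells stably expressing lamin A-EGFP splicing minigene plus DsRed2, 600 cells/well, 48 h compound exposure at 37C. Laser-scanning cytometry; analysed as GFP (500-530 nm)/RFP (575-640 nm) total intensity ratio; 0.5% DMSO vehicle.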
Active calls of the source: *; ? = inconclusive; / = not tested or not shown; & = joins results of further samples; [ ] = dose if it differs, or a comment. Unless noted, the call rests on the fitted dose curve; in most records, active means well fitted curve in the direction sought with a large enough effect; inconclusive means small, poorly fitted or top-dose-only effect, or another doubt; inactive means no such curve, though single readings can be large; an effect the other way counts as inactive or inconclusive. Rows were taken by chance. Share with any hit: about 1.5%.

SMILES	HTT aggregate	CBFb-RUNX1 inh	GAA inh	GAA spleen mod	HTT ATP protect	GAA glycogen mod	LMNA splice mod
COc1cc(NC(=O)CN2C(=O)C(c3ccccc3)=NC2(C)C)cc(OC)c1	26%	-11%	-6%	0%	-7%	7%	/
COc1ccc([N+](=O)[O-])cc1COc1ccc2c(-c3ccccc3)cc(=O)oc2c1	19%	-4%	4%	0%	-14%	5%	10%
CCSc1nnc(NC(=O)CCn2c(=O)oc3ccccc32)s1	-15%[9.22 µM]	6%	/	2%	4%[10 µM]	3%	/
CNC(=S)NNC(=O)COc1ccccc1C	-4%	-2%	1%	2%	?	-28%	8%
NC(=O)c1ccc(N=Nc2c(-c3ccccc3)[nH]n(-c3ccccc3)c2=O)cc1	0%	0%	5%	5%	-3%	5%	10%[46 µM]
CCOC(C)=O	5%	4%[21.7 µM]	/	-8%	?	/	?
CCNC(=S)NS(=O)(=O)c1ccc(F)cc1	?	10%	6%	0%	-43%[inhibitor]	-10%	/
COc1ccccc1N1CCN(/N=C/c2cc([N+](=O)[O-])ccc2Cl)CC1	-27%	?	-8%	/	-18%	0%	/
Cc1c(NC(=S)N/N=C/C=C/c2ccccc2)c(=O)n(-c2ccccc2)n1C	23%[9.22 µM]	-6%	-4%	-2%	-3%[10 µM]	-11%	?
COc1cc(C(=O)NCc2ccncc2)cc(OC)c1OC	14%[9.22 µM]	6%	13%	-2%	-1%[10 µM]	-8%	/
COC(=O)CN1C(=S)N(c2ccc(F)cc2)C(=O)C1CC(=O)Nc1ccc(OC)cc1 (stereo not drawn)	22%[9.22 µM]	3%	/	0%	5%[10 µM]	-22%	/
CC1Cc2cc(/C(O)=C3/C(=O)C(=O)N(CCN4CCOCC4)C3c3cccc(O)c3)ccc2O1 (stereo not drawn)	-17%	3%	-7%	-10%	-5%[0.074 µM]	1%	-4%
CCn1c(SCc2nc3ccccc3[nH]2)nnc1-c1cnccn1	-3%	3%	-15%	7%	-9%[0.074 µM]	4%	-1%
Cc1cccc(CSCCNC(=O)CSCc2ccc([N+](=O)[O-])cc2)c1	-8%	-11%	-7%	-1%	2%	-2%	0%
Cc1ccc(C(=O)NCc2ccco2)cc1S(=O)(=O)N1CCOCC1	5%	1%	-4%	1%	-8%	2%	-4%
O=c1[nH]ncc(NCCCO)c1Cl	-14%	13%	-2%	-1%	-5%[1.9 µM]	4%	-1%
COc1ccc(Cl)cc1NC(=O)Nc1cccc([N+](=O)[O-])c1C	-4%	1%	0%	8%	-12%	0%	?
Cc1cccc(NC(=O)Cn2c(=O)n(Cc3ccccc3)c(=O)c3c(C)c(C)sc32)c1	-15%	3%	1%	-7%	31%[10 µM]	23%	-13%
Cn1c(=O)n(C)c2cc(S(=O)(=O)NCC(=O)O)ccc21	30%	11%	-6%	-2%	/	-9%	/
COc1ccccc1-n1cnnc1SC(C)C(=O)Nc1cccc([N+](=O)[O-])c1 (stereo not drawn)	9%	-7%	?	-20%	11%[10 µM]	16%	-11%
CCOC(=O)c1cc(C)sc1NC(=O)C(c1ccccc1)c1ccccc1	-1%	-2%	4%	2%	/	-4%	?
CO/N=C/c1ccc(N2CCN(C(=O)c3ccc(Cl)cc3Cl)CC2)c([N+](=O)[O-])c1	18µM*	?	5%	-11%	-69%[inhibitor]	-5%	-21%
CCCCOC(=O)Nc1cccc(Cl)c1C	10%	7%	-3%	4%	25%	2%	-1%
CCn1c(SCC(=O)N2CCc3ccccc3C2)nc2sc(C)c(C)c2c1=O	?	4%	?	-2%	-18%[10 µM]	7%	-10%
COC(=O)C1=C(C)N=C2SC(C#N)=C(N)N2C1c1cc(OC)c(OC)c(OC)c1 (stereo not drawn)	-6%	-1%	3%	4%	-13%	2%	-5%
Cc1ccc(C(=O)NCC(=O)N/N=C/c2sccc2C)cc1[N+](=O)[O-]	2%[9.22 µM]	-2%	5%	-2%	-3%	11%	/
COc1ccc(NC(=O)CCc2ccccc2)cc1NC(=O)c1ccco1	0%	-1%	-2%	-5%	-16%	0%	-12%
COc1ccc2c(c1OC)C(=O)OC2C1c2c(cc3c(c2OC)OCO3)CCN1C (stereo not drawn)	-8%&12%	-1%&1%&10%	1%[15.4 µM]	2%&2%&2%	-27%	-1%&5%	?
COc1ccc(-c2noc(CCC(=O)NCc3cc(Br)ccc3OC)n2)cc1	-18%	2%	-2%	-3%	?	0%	?
CCCn1c(SCC(=O)Nc2cccc(C(=O)OC)c2)nnc1-c1cccnc1	-11%	2%	1%	-15%	-19%[10 µM]	4%	-1%

HTT aggregate, hit marks shown above
canonical_smiles	HTT aggregate	CBFb-RUNX1 inh	GAA inh	GAA glycogen mod	LMNA splice mod
CO/N=C/c1ccc(N2CCN(C(=O)c3ccc(Cl)cc3Cl)CC2)c([N+](=O)[O-])c1	18µM*	?	5%	-5%	-21%

(cont.)
SMILES	HTT aggregate	CBFb-RUNX1 inh	GAA inh	GAA spleen mod	HTT ATP protect	GAA glycogen mod	LMNA splice mod
Nc1sc2c(c1C(=O)c1ccccc1)CCCC2	-1%	-5%	-6%	-3%	-16%	?	?
CCOc1cc(S(=O)(=O)N2CCC(Cc3ccccc3)CC2)c(OCC)cc1-n1cnnn1	-3%	0%	-17%	-2%	3%	-4%	2%
Cc1c(NC(=O)c2ncn[nH]2)cccc1-c1nc2ccccc2s1	-2%	-8%	0%	2%	-2%[10 µM]	-7%	1%
CC(CCc1ccccc1)NC(=O)c1nnc(Cc2ccc(Cl)cc2)o1 (stereo not drawn)	6%	13%	-11%	-3%	0%[10 µM]	-6%	?
Cc1onc(-c2ccccc2)c1C(=O)N=C(N)c1ccc(C(F)(F)F)cc1	16%[9.22 µM]	3%	-6%	-3%	-2%[10 µM]	2%	/
CC(C)C(=O)N1CCN(c2ccc([N+](=O)[O-])cc2Cl)CC1	5%	3%	6%	3%	6%[10 µM]	-2%	?
CC(=O)Nc1cccc(NC=C(C#N)C#N)c1	9%	-7%	10%	3%	?	-1%	/
O=C(CCS(=O)(=O)c1cccs1)Nc1ccc(C(=O)NCc2ccc(F)cc2)cc1	8%	-4%	-6%	2%	25%	-5%	-18%
O=C(CSc1nnc(-c2cccnc2)o1)c1cc2ccccc2oc1=O	?	-7%	0%	-5%	6%	-5%	3%
CCCOc1ccc(/C=C/C(=O)NCc2ccccc2)cc1	-14%	15%	-4%	-7%	/	-5%	-3%
Cc1ccc(S(=O)(=O)N(C)C)cc1-n1c(SCC(=O)Nc2ccc(F)cc2)nc2ccccc2c1=O	-12%	4%	2%	-3%	-44%[10 µM]	4%	-10%
COc1ccc(N2CCN(C(=S)Nc3cc(C)cc(C)c3)CC2)cc1	-3%	-1%	0%	-20%	4%	-1%	3%
CCOc1cc(CNCC2CCCO2)cc(Br)c1OCC(N)=O (stereo not drawn)	7%	-1%	0%	-16%	16%[10 µM]	-1%	5%
Cc1ccc(-n2c(CNc3ccc(F)cc3)nnc2SCC(=O)N2CCCC2)cc1	13%	5%	-2%	-2%	-14%	-1%	9%
O=C(NCc1ccccc1)C1=C[C@@H](c2csc3ccccc23)C[C@@H](OCc2ccc(CO)cc2)O1	9%[9.22 µM]	2%	/	5%	-11%[10 µM]	-19%	/
Cc1ccc2nc(NC(=O)CSc3nnc(C)c(=O)n3N)sc2c1	5%	-1%	6%	0%	8%[10 µM]	1%	-10%
CCC(=O)N1CCC2(CC1)Oc1ccc(F)cc1C(=O)C21CC(c2ccccc2)=NO1 (stereo not drawn)	3%[9.22 µM]	1%	/	-4%	-3%[10 µM]	0%	/
CCCC1CC(C)(/C(C)=N\NC(N)=S)OC1=O (stereo not drawn)	18%[9.22 µM]	3%	13%	0%	29%[10 µM]	-14%	-3%[46 µM]
O=C(CSc1ncccc1C(=O)O)NC1CCCCCCC1	12%[9.22 µM]	1%	/	-2%	12%[10 µM]	3%	/
Cc1ccc(N)cc1[N+](=O)[O-]	/	5%[21.7 µM]	/	1%	-12%	/	/

Whole records as entered above. Order of screens: HTT aggregate | CBFb-RUNX1 inh | GAA inh | GAA spleen mod | HTT ATP protect | GAA glycogen mod | LMNA splice mod
Cc1ccc(S(=O)(=O)N(C)C)cc1-n1c(SCC(=O)Nc2ccc(F)cc2)nc2ccccc2c1=O in the list: -12% | 4% | 2% | -3% | -44%[10 µM] | 4% | -10%
O=C(NCc1ccccc1)C1=C[C@@H](c2csc3ccccc23)C[C@@H](OCc2ccc(CO)cc2)O1 in the list: 9%[9.22 µM] | 2% | / | 5% | -11%[10 µM] | -19% | /

Next records follow.
SMILES	HTT aggregate	CBFb-RUNX1 inh	GAA inh	GAA spleen mod	HTT ATP protect	GAA glycogen mod	LMNA splice mod
N#CC1=C(N)C(C#N)(C#N)[C@H](c2cccnc2)[C@H]2CN(C(=O)OCc3ccccc3)CC=C12	?	-30%	?	3%	/	-5%	?
CCCCNc1nc2ccccc2nc1NS(=O)(=O)c1cccs1	-27%	18%	-5%	-4%	-21%	-7%	7%
O=C(NN1c2ccccc2CCc2ccccc21)c1ccccc1Br	-8%	5%	7%	1%	8%	20%	7%
Cc1nn(C)c(C)c1S(=O)(=O)NC1CCCC1	-5%	1%	3%	9%	7%	10%	11%
Cn1cc(CNC(=O)CC2C(=O)NCCN2CC(C)(C)C)cn1 (stereo not drawn)	-9%	-2%	0%	-3%	-13%	11%	/
O=C(COC(=O)c1cnccn1)Nc1cccc2ccccc12	16%	-12%	6%	-1%	-7%	1%	/
CCOC(=O)c1c(C)[nH]c(C)c1C(=O)COC(=O)c1c(OC)cccc1OC	-7%	-2%	5%	4%	-4%[10 µM]	3%	-5%
CCOc1ccccc1CNC(=O)c1nn(CC)cc1[N+](=O)[O-]	-6%	4%	7%	1%	/	-1%	?
COC(=O)/C(N=Nc1cccc(C(F)(F)F)c1)=C(\C)O	7%	-1%	?	-12%	-8%	3%	?
CCOC(=O)c1sc(NC(=O)Nc2ccc(F)cc2)nc1C	-14%	2%	-1%	2%	-30%[10 µM]	4%	-9%
